Assay outcomes: PubChem, several laboratories
Calpain2 inh = blocks pig calpain II enzyme activity; hit rate 0.37% among 220,000; purified calpain II, fluorogenic peptide substrate, 30 min; inhibition, % at 16 µM; AID 1236;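 active = inhibition above about 50%, limit read from the data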
Cl transport mod = modulators of human KCC2 chloride dependent transport; hit rate 2.2% among 190,000; KCC2 cells, thallium flux FluoZin-2 fluorescence; B-score of Tl+ flux slope (higher = more flux/activation; lower = inhibition) at 10 µM; Q9H2X9;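 active = thallium flux slope and its plate-corrected score both differing from the plate sample mean at a set confidence after two filtering rounds, in either direction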;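 note: slope of fluorescence scaled to starting intensity during 10 to 20 s after thallium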
PPC-1+TRAIL kill = PPC-1 cancer cell killing with TRAIL present; PPC-1 cells + TRAIL, ATPLite viability luminescence; cell killing (% activity), % at 4 µM; hit rate 0.41% among 220,000; AID 1443;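 active = cell killing above 50% in the first pass at 4 µM, then a duplicate retest at 5 µM averaging 50% or more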;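 note: plate controls were cells with TRAIL plus DMSO for no effect and medium-only wells lacking cells for full effect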
TRPN1 ag = agonists of zebrafish TRPN1 channel. HEK293 zebrafish TRPN1-YFP, Fluo-8 calcium fluorescence; 100% = response to 87 µM carbachol. activation, % at 3 µM. hit rate 0.18% among 220,000. AID 1424;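 active = activation above its plate's cutoff, the mean activation of test wells on that plate plus 3 SD, cut at about 19% in these data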;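 note: 0% = DMSO alone and 100% = 87 µM carbachol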
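Material: zebrafish TRPN1-YFP in HEK293 cells. Doses: one dose of 3 µM, 0.3% DMSO. Incubation: dye 1 h 37 °C plus 30 min RT. Measured by: intracellular calcium fluorescence with Fluo-8.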
EBV gp42 inh = EBV gp42 inhibition | Q1HVG2 | Fluorescence polarization binding assay, mP read-out | inhibition, % (tested at 21.74 µM) | hit rate 0.42% among 220,000; in the data active = inhibition above about 50%
Target sequence (Q1HVG2 whole entry, looked up): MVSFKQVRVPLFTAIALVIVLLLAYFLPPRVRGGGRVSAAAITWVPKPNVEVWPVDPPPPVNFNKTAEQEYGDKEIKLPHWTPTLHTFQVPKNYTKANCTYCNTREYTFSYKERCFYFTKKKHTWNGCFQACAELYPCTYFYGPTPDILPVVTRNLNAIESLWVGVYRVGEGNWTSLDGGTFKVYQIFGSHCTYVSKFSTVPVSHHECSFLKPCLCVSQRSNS
TbHK1 inh = blocks Trypanosoma brucei hexokinase 1 activity. recombinant TbHK1, G6PDH-coupled NADH A340. inhibition, % at 10 µM. hit rate 0.11% among 220,000. AID 1430;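 active = inhibition of 50% or more in the single-dose primary screen; inactive = inhibition below 50%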
Furin inhibitor = human furin inhibition. P09958. purified furin, fluorogenic substrate cleavage. inhibition, % at 30 µM. hit rate 0.061% among 220,000. AID 463115; in the data active = inhibition above about 25%; note: inactives centre near -15
Target sequence (P09958 108-714 limits assumed): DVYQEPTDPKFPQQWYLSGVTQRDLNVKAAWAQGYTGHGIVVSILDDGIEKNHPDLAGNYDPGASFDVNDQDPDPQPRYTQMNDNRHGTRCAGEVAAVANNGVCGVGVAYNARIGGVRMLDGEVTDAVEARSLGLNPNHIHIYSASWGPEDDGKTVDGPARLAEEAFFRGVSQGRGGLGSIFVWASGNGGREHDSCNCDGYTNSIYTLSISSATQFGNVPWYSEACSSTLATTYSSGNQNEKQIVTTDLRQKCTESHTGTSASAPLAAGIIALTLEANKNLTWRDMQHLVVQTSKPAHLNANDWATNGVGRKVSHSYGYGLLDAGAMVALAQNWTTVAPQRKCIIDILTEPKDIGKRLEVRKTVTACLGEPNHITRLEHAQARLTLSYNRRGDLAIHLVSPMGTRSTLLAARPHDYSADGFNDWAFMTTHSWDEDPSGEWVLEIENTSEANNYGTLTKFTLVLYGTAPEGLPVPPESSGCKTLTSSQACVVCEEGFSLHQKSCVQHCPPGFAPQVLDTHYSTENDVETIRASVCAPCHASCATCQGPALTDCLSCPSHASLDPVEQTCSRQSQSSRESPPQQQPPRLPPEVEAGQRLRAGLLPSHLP
Thrombin inh = blocks human thrombin protease activity. P00734. hit rate 0.26% among 220,000. alpha-thrombin, Boc-VPR-AMC fluorogenic substrate cleavage. inhibition, % at 5 µM;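 active = inhibition at or above 40%; inactive = inhibition below 40%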;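 note: 0% = enzyme with no compound and 100% = wells without enzyme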
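Material: human alpha-thrombin protein. Incubation: reaction at ambient temperature. Technique: fluorescence of released AMC, ex 355 nm, em 460 nm. Control set: no-compound enzyme wells and no-enzyme blanks. Also added: Boc-VPR-AMC substrate, 15 µM final. Buffer or medium: pH 7.5 Tris (50 mM) with NaCl 150 mM, Tween 20 0.05%.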
TRPML3 ag = human mucolipin-3 channel agonism. Q8TDD5. HEK293 TRPML3-YFP, Fluo-8 calcium fluorescence; 100% = the carbachol control signal. activation, % at 3 µM. hit rate 0.29% among 220,000. AID 1448;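 active = activation above its plate's cutoff, the mean activation of the plate's test wells plus 3 SD, cut at about 12% in these data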;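 note: 0% = DMSO only wells and 100% = carbachol wells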
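Test system: TRPML3-YFP stable HEK293 cells. Doses: single point at 3 µM. Incubation: dye loading 1 h 37 °C then 30 min ambient, 125 s read. Signal: Fluo-8 calcium dye fluorescence, ex 470-495, em 515-575 nm. Measure: percent activation from peak-to-basal fluorescence ratio, scaled between DMSO and carbachol.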
Numbers without * were called inactive; [ ] = dose if it differs, or a comment.

Preview:
For COc1ccc(/C=C2\SC(=N)N(c3ccc(F)cc3)C2=O)cc1 the results were Calpain2 inh -14.2, Cl transport mod -0.549, PPC-1+TRAIL kill 7.4, TRPN1 ag 1.4, EBV gp42 inh -7.7, TbHK1 inh -7.6, Furin inhibitor -15.4, Thrombin inh 1.3 and TRPML3 ag 1.3.
Screening CCc1nnc(NC(=O)C2CC(=O)N(c3ccc(C)cc3)C2)s1 (centres undefined) returned Calpain2 inh -31.2, Cl transport mod 0.532, PPC-1+TRAIL kill 16.0, TRPN1 ag 0.1, EBV gp42 inh 9.8, TbHK1 inh 5.0, Furin inhibitor -16.5, Thrombin inh 0.4 and TRPML3 ag -0.4.
`CS(=O)(=O)N(CC(=O)Nc1ccc2c(c1)OCO2)c1ccc(Cl)cc1` gave Calpain2 inh 12.2, PPC-1+TRAIL kill -14.5, TRPN1 ag 0.8, EBV gp42 inh 11.2, TbHK1 inh 5.1, Furin inhibitor -21.5, Thrombin inh -6.2 and TRPML3 ag 0.5.

Main list, from the start:
For COc1ccc(/C=C2\SC(=N)N(c3ccc(F)cc3)C2=O)cc1 the results were Calpain2 inh -14.2, Cl transport mod -0.549, PPC-1+TRAIL kill 7.4, TRPN1 ag 1.4, EBV gp42 inh -7.7, TbHK1 inh -7.6, Furin inhibitor -15.4, Thrombin inh 1.3 and TRPML3 ag 1.3.
Screening CCc1nnc(NC(=O)C2CC(=O)N(c3ccc(C)cc3)C2)s1 (centres undefined) returned Calpain2 inh -31.2, Cl transport mod 0.532, PPC-1+TRAIL kill 16.0, TRPN1 ag 0.1, EBV gp42 inh 9.8, TbHK1 inh 5.0, Furin inhibitor -16.5, Thrombin inh 0.4 and TRPML3 ag -0.4.
`CS(=O)(=O)N(CC(=O)Nc1ccc2c(c1)OCO2)c1ccc(Cl)cc1` gave Calpain2 inh 12.2, PPC-1+TRAIL kill -14.5, TRPN1 ag 0.8, EBV gp42 inh 11.2, TbHK1 inh 5.1, Furin inhibitor -21.5, Thrombin inh -6.2 and TRPML3 ag 0.5.
For Cn1c(=O)c2c(nc(NCCNC(=O)c3ccco3)n2Cc2ccccc2Cl)n(C)c1=O the results were Calpain2 inh -8.8, Cl transport mod -0.278, PPC-1+TRAIL kill 3.7, TRPN1 ag -0.4, EBV gp42 inh -24.7, TbHK1 inh -4.8, Furin inhibitor -0.1[20 µM], Thrombin inh -3.2 and TRPML3 ag 0.8.
`Cc1onc(-c2ccccc2Cl)c1C(=O)NCc1cccnc1` gave Calpain2 inh -28.0, Cl transport mod 0.34, PPC-1+TRAIL kill 30.6, TRPN1 ag -0.3, EBV gp42 inh -13.5, TbHK1 inh -1.4, Furin inhibitor -24.6, Thrombin inh -8.1 and TRPML3 ag 1.5.
For C=CCN1C(=O)/C(=C\c2ccc(Cl)cc2)N=C1SCC(=O)NCCC the results were Calpain2 inh -39.2, Cl transport mod 0.747, PPC-1+TRAIL kill 16.4, TRPN1 ag -0.3, EBV gp42 inh 1.6, TbHK1 inh -7.2, Furin inhibitor -17.7[20 µM], Thrombin inh 4.4 and TRPML3 ag -0.1.
For C=CCN=C1SC(CC)C(=O)N1S(=O)(=O)c1ccc(C)cc1 (centres undefined) the results were Calpain2 inh 7.5, Cl transport mod -0.75, PPC-1+TRAIL kill 11.3, TRPN1 ag -1.6, EBV gp42 inh -25.4, TbHK1 inh 2.2, Furin inhibitor -16.5[20 µM], Thrombin inh -1.6 and TRPML3 ag 0.7.
`NS(=O)(=O)c1ccc(CNC(=O)c2ccc(Cl)c([N+](=O)[O-])c2)cc1` gave Calpain2 inh 18.5, Cl transport mod 0.498, PPC-1+TRAIL kill 11.9, TRPN1 ag -0.8, EBV gp42 inh -3.5, TbHK1 inh -5.1, Furin inhibitor -6.4, Thrombin inh -8.3 and TRPML3 ag -0.5.
CCOC(=O)CNC(=O)C1c2cc(OC)c(OC)cc2C(=O)N(C)C1c1ccccc1F (centres undefined) was read as Calpain2 inh 0.6, Cl transport mod 0.87, PPC-1+TRAIL kill 37.4, TRPN1 ag 0.3, EBV gp42 inh 1.3, TbHK1 inh -0.6, Furin inhibitor -16.1, Thrombin inh 1.3 and TRPML3 ag 1.3.
O=C1CC(C(=O)Nc2ccc(Cl)cc2[N+](=O)[O-])C2(CCCCC2)O1 (centres undefined) was read as Calpain2 inh 25.8, Cl transport mod 0.339, PPC-1+TRAIL kill 14.8, TRPN1 ag 0.6, EBV gp42 inh 2.3, TbHK1 inh -5.8, Furin inhibitor -12.5, Thrombin inh -8.3 and TRPML3 ag 0.4.
Screening N#CC1=C(N)C(C#N)(C#N)C2(C(=O)Nc3ccccc32)C2CCCC=C12 (centres undefined) returned Calpain2 inh 20.1, Cl transport mod 0.394, PPC-1+TRAIL kill 2.8, TRPN1 ag 2.5, EBV gp42 inh 8.2, TbHK1 inh -3.1, Furin inhibitor -9.8, Thrombin inh 4.3 and TRPML3 ag 0.9.
For Cc1cc(C)n(-c2ccc(-n3ccnc3)nn2)n1 the results were Calpain2 inh -11.4, PPC-1+TRAIL kill 1.7, TRPN1 ag 0.1, EBV gp42 inh -8.5, TbHK1 inh -2.4, Furin inhibitor -24.4, Thrombin inh 5.1 and TRPML3 ag 0.5.
NC(=O)c1ccccc1O was read as Calpain2 inh 3.5, Cl transport mod -0.641, PPC-1+TRAIL kill 10.1, TRPN1 ag -0.4, EBV gp42 inh -5.3, TbHK1 inh -3.4, Furin inhibitor -8.3, Thrombin inh -6.2 and TRPML3 ag 0.5.
CC1(C)C2CCC1(C)C(OCC[N+](C)(C)CC(=O)OC1CCCCC1)C2 (centres undefined) was read as Calpain2 inh 14.6, Cl transport mod 0.0806, PPC-1+TRAIL kill 4.1, TRPN1 ag -0.2, EBV gp42 inh -3.8, TbHK1 inh 10.5, Furin inhibitor -7.3, Thrombin inh -7.3 and TRPML3 ag 0.4.
`COc1ccc(NC(=O)Nc2cccc(C(=O)N3CCOCC3)c2)cc1OC` gave Calpain2 inh -24.9, PPC-1+TRAIL kill -5.2, TRPN1 ag 0.0, EBV gp42 inh -20.6, TbHK1 inh 6.8, Furin inhibitor 1.5, Thrombin inh -7.0 and TRPML3 ag 0.5.
`CC1CCCN(CCCNC(=O)c2coc3nc4ccccc4nc23)C1` (centres undefined) gave Calpain2 inh inactive, Cl transport mod 0.14, PPC-1+TRAIL kill -3.8, TRPN1 ag 2.1, EBV gp42 inh -14.7, TbHK1 inh -12.6, Furin inhibitor -11.0, Thrombin inh -7.8 and TRPML3 ag 0.2.
For COc1ccc(OC)c(NC(=O)CSc2ncccn2)c1 the results were Calpain2 inh 6.0, PPC-1+TRAIL kill 8.4, TRPN1 ag -0.1, EBV gp42 inh -49.9, TbHK1 inh 1.9, Furin inhibitor -19.7[20 µM], Thrombin inh -4.2 and TRPML3 ag 0.5.
For CC(C)N(C(=O)Cn1c(SCC(=O)Nc2nccs2)nc2ccccc21)C(C)C the results were Calpain2 inh -9.1, Cl transport mod 0.559, PPC-1+TRAIL kill 0.0, TRPN1 ag -0.5, EBV gp42 inh -3.0, TbHK1 inh 1.8, Furin inhibitor -19.6[20 µM], Thrombin inh 0.8 and TRPML3 ag -0.4.
`CCOC(=O)C1=C(C)Nc2nc(SCc3cccnc3)nn2C1c1ccc(OC)cc1` (centres undefined) gave Calpain2 inh -4.9, Cl transport mod -0.0017, PPC-1+TRAIL kill -11.0, TRPN1 ag 0.9, EBV gp42 inh -6.0, TbHK1 inh -1.7, Furin inhibitor -14.6, Thrombin inh -5.6 and TRPML3 ag -1.2.
`O=C(Cn1cnc2c(nnn2Cc2ccc(F)cc2)c1=O)NCc1ccc2c(c1)OCO2` gave Calpain2 inh 2.7, Cl transport mod -2.61*, PPC-1+TRAIL kill 4.3, TRPN1 ag 1.8, EBV gp42 inh -5.9, TbHK1 inh 8.4, Furin inhibitor -7.7[20 µM], Thrombin inh 2.3 and TRPML3 ag 0.4.
Screening CCc1nc2ccccc2c(NC(=O)CN2CCC(C)CC2)c1C returned Calpain2 inh 1.1, Cl transport mod 0.0629, PPC-1+TRAIL kill 8.6, TRPN1 ag 0.0, EBV gp42 inh -1.0, TbHK1 inh 1.4, Furin inhibitor -25.1, Thrombin inh 0.7 and TRPML3 ag -0.1.
For O=S(=O)(Cc1ccccc1)N1CCN(Cc2ccc3c(c2)OCO3)CC1 the results were Calpain2 inh 13.8, Cl transport mod -0.308, PPC-1+TRAIL kill 10.1, TRPN1 ag -0.3, EBV gp42 inh -22.0, TbHK1 inh 5.0, Furin inhibitor -7.9[20 µM], Thrombin inh -3.9 and TRPML3 ag 0.7.
`CC(C)Cc1nc2ccc(N)cc2[nH]1` gave Calpain2 inh 30.5, Cl transport mod 0.787, PPC-1+TRAIL kill 29.0, TRPN1 ag 0.0, EBV gp42 inh 7.7, TbHK1 inh 4.9, Furin inhibitor -8.9, Thrombin inh -8.7 and TRPML3 ag 1.1.
Screening CC(=O)c1c(Nc2ccc3c(c2)OCCO3)oc(C)cc1=O returned Calpain2 inh -2.2, Cl transport mod 0.578, PPC-1+TRAIL kill 10.5, TRPN1 ag 0.9, EBV gp42 inh 1.8, TbHK1 inh -24.9, Furin inhibitor -17.3, Thrombin inh -6.8 and TRPML3 ag 0.4.
`O=C(COc1ccc(Cl)cc1)Nc1ccc2oc(-c3ccncc3)nc2c1` gave Calpain2 inh -269.2, PPC-1+TRAIL kill 18.2, TRPN1 ag 0.8, EBV gp42 inh -40.2, TbHK1 inh -12.1, Furin inhibitor -15.1, Thrombin inh 0.6 and TRPML3 ag 0.9.
For COc1ccc(CNC(=O)c2ccc[nH]2)cc1Cl the results were Calpain2 inh 4.7, Cl transport mod -0.12, PPC-1+TRAIL kill 1.4, TRPN1 ag -0.5, EBV gp42 inh 0.8, TbHK1 inh -1.3, Furin inhibitor -22.4, Thrombin inh 4.3 and TRPML3 ag 0.9.
O=C(O)c1ccc(S(=O)(=O)Nc2cccc(CP(=O)(c3ccccc3)c3ccccc3)c2)cc1 was read as Calpain2 inh 24.6, Cl transport mod 0.193, PPC-1+TRAIL kill -3.6, TRPN1 ag -2.1, EBV gp42 inh -5.3, TbHK1 inh -3.4, Furin inhibitor -6.7, Thrombin inh -2.0 and TRPML3 ag 0.8.
Screening O=C(COC(=O)/C=C/c1cccs1)Nc1nc(-c2cccc(Br)c2)cs1 returned Calpain2 inh -33.3, Cl transport mod 0.178, PPC-1+TRAIL kill 20.4, TRPN1 ag -0.1, EBV gp42 inh -10.2, TbHK1 inh -5.2, Furin inhibitor -21.5, Thrombin inh -2.1 and TRPML3 ag 0.6.
COC(=O)[C@@]1(Cc2ccc(F)cc2)[C@H]2c3cc(C(=O)N4CCCC4)n(Cc4ccc(C(F)(F)F)nc4)c3C[C@H]2CN1C(=O)c1ccccc1 was read as Calpain2 inh -31.4, Cl transport mod 1.45, PPC-1+TRAIL kill 5.7, TRPN1 ag 1.5, EBV gp42 inh -8.5, TbHK1 inh -8.7, Furin inhibitor -12.1, Thrombin inh 4.3 and TRPML3 ag 0.7.
`CCOC(=O)c1c(CN2CCN(c3ccccc3)CC2)oc2ccc(O)cc12` gave Calpain2 inh -27.4, Cl transport mod -1.79, PPC-1+TRAIL kill 14.1, TRPN1 ag -1.5, EBV gp42 inh 10.4, TbHK1 inh 3.8, Furin inhibitor -19.6, Thrombin inh -3.8 and TRPML3 ag 0.3.
